Screening data (PubChem BioAssay)
C8 TRAIL sens: sensitizes caspase-8 expressing cells to TRAIL | NB7+C8 cells + TRAIL, ATPlite viability luminescence | inhibition (viability loss, TRAIL sensitization), % at 10 µM | actives 1% (n = 360,000);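 active = compounds causing at least 50% loss of cell viability in the single-dose screen, relative to plate controls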
TWEAK-Fn14 inh: inhibitors of TWEAK-Fn14 interaction signaling; actives 2% (n = 360,000); inhibition, % at 10 µM; AID 1159606; TWEAK-stimulated Fn14 reporter cells, luciferase luminescence, 8 h; in the data active = inhibition above about 50%
LMP1 NFkB inh: reduces LMP1-driven NF-kappaB luciferase signal | LMP1-induced NF-kappaB luciferase reporter cells, luminescence | inhibition, % at 12.5 µM | actives 0.69% (n = 350,000); in the data active = inhibition above about 41%;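 note: 0% = neutral control wells and 100% = reference inhibitor control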
TROY signal inh: blocks TROY-dependent signaling in reporter cells; actives 0.98% (n = 360,000); Q293 LMP1-TROYcd NF-kB luciferase reporter, 4 h; inhibition, % at 10 µM; AID 1347056;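 active = compounds whose plate-normalised and pattern-corrected inhibition of the luciferase reporter signal at the single screening dose is 50% or more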
CF NFkB inh: inhibitors of cystic fibrosis induced NF-kB; actives 0.86% (n = 360,000); KKLEB NF-kB-GFP reporter, PAF-induced, GFP fluorescence overnight; inhibition, % at 5 µM;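 active = at least 50% inhibition at 5 µM, scaled per plate between neutral and stimulator controls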;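 note: PAF is a Pseudomonas aeruginosa culture filtrate used as stimulus; plate controls were PAF-stimulated DMSO wells for no effect and unstimulated DMSO wells for full effect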
NCOA3 inh: human NCOA3 inhibition; HEK293 GAL4-SRC3 luciferase reporter, luminescence; Q9Y6Q9; inhibition, % at 3.6 µM; actives 0.17% (n = 360,000); AID 588352;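 active = inhibition above a per-campaign cutoff, the mean of all compounds plus 3 SD, cut at about 60% in these data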;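 note: 0% = DMSO-treated cells and 100% = gossypol-treated cells at 36 µM; higher means less SRC3-driven luciferase light from the GAL4 reporter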
Target sequence (Q9Y6Q9 whole entry, looked up, the tested form may be a part): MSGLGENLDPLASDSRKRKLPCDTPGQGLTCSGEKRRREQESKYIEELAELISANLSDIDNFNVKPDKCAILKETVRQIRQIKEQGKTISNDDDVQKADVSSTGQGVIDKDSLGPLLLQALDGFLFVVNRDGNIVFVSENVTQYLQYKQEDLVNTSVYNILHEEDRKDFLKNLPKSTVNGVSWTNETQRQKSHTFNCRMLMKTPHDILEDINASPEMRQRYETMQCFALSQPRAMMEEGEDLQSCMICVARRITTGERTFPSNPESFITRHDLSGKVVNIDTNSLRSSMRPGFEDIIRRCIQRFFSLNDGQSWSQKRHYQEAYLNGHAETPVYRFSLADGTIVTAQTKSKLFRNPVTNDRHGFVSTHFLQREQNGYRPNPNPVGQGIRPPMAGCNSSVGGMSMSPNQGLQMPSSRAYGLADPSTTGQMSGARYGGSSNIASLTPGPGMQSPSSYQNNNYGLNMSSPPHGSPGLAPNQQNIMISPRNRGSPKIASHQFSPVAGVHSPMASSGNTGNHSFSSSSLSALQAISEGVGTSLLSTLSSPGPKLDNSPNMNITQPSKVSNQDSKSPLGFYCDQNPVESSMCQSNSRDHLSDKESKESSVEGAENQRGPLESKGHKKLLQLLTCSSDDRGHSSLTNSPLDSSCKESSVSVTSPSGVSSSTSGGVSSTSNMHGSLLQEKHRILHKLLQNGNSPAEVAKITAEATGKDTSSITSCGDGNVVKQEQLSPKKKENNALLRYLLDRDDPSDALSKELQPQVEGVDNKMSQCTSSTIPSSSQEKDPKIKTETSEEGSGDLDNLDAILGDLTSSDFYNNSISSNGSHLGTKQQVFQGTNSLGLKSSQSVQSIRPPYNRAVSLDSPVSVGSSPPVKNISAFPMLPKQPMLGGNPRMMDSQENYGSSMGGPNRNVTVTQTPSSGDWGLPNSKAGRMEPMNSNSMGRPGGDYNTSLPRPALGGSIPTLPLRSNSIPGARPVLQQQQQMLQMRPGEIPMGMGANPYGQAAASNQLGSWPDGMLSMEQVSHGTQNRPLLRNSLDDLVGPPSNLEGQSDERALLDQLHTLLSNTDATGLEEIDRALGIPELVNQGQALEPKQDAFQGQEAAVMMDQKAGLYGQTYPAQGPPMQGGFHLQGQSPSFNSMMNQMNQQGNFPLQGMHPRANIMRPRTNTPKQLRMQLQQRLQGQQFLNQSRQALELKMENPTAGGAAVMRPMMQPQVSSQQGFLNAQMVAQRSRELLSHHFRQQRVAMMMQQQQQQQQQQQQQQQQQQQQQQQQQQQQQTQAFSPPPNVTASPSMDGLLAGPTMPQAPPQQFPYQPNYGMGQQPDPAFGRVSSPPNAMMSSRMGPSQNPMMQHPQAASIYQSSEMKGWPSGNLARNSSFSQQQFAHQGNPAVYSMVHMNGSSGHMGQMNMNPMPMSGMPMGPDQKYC
KKLEB cytotox: CF airway cell cytotoxicity counter-screen. KKLEB CF airway cells viability, ATPlite luminescence, overnight; stronger effect = lower value; cells stimulated with P. aeruginosa culture filtrate. activity change (cytotoxicity), % at 5 µM. actives 0.36% (n = 360,000);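 active = corrected activity change at or below -50% at 5 µM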
NR2F2 inh: blocks human COUP-TFII nuclear receptor. actives 0.7% (n = 370,000). inhibition, % at 8.6 µM. HEK293T NGFI-A luciferase reporter, luminescence;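 active = inhibition above a per-plate cutoff, mean inhibition of test wells between control levels plus 3 SD, cut at about 38% in these data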;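 note: cells cotransfected with COUP-TFII expression vector driving the NGFI-A reporter; 0% = median of COUP-TF2 test wells and 100% = reporter-only cells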
Shn3 inh set2: reduces Shn3 3'UTR luciferase signal in osteoblasts; actives 0.52% (n = 360,000); Clone20 osteoblast Shn3 3'UTR firefly luciferase, 24 h; inhibition, % at 12.5 µM;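 active = mean inhibition of at least 75% with every replicate also reaching 75%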;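 note: 0% = median of neutral control wells and 100% = pilot-screen positive control compound; some compounds past the cut are filed as inactive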
NCOA1 inh: human NCOA1 inhibition. Q15788. HEK293 GAL4-SRC1 luciferase reporter, luminescence. inhibition, % at 3.6 µM. actives 0.12% (n = 360,000);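 active = inhibition above the campaign mean plus 3 SD, with each screening campaign given its own cutoff, cut at about 60% in these data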;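 note: 0% = DMSO treated cells and 100% = gossypol at 36 µM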
LRH-1 inv ag: inverse agonists of human LRH-1 (NR5A2); O00482; HEK293T StAR-luciferase reporter, LRH-1 transfected, 24 h; inhibition, % at 3.6 µM; actives 0.13% (n = 360,000);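 active = inhibition above the mean inhibition of all tested compounds plus 3 SD, cut at about 73% in these data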;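 note: 0% = DMSO wells and 100% = reporter-only cells lacking LRH-1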
* marks the source's active call; other numbers are inactive results; . = no result given.

SMILES	C8 TRAIL sens	TWEAK-Fn14 inh	LMP1 NFkB inh	TROY signal inh	CF NFkB inh	NCOA3 inh	KKLEB cytotox	NR2F2 inh	Shn3 inh set2	NCOA1 inh	LRH-1 inv ag
Cc1cc(C)nc(NC(=O)c2cc3ccccc3o2)n1	4	6	-5	-7	16	11	-16	-5	-2	-17	-14
Cn1c(=O)c2c(=O)cc(NNC(=O)CC#N)[nH]c2n(C)c1=O	-6	7	3	4	2	18	-8	8	-32	-3	0
COc1ccc(-c2csc(NC(CO)c3nc4ccccc4n3CCCO)n2)cc1 (stereo not drawn)	-14	8	-8	-7	12	4	-16	-4	8	-21	10
CCC(=O)N=c1sc2cc([N+](=O)[O-])ccc2n1CCOC	-13	-18	-2	1	-3	0	3	-9	-22	-16	-9
CCN(CC)C(=O)COn1c(SCC(=O)N(CC)CC)nc2ccccc2c1=O	-13	17	-1	-16	3	13	-12	13	1	7	30
CCC(=O)Oc1ccc(C2N(C(=O)CC)CCN2S(=O)(=O)c2ccc(C)cc2)cc1OC (stereo not drawn)	6	12	-14	7	4	-24	-4	-2	-7	8	6
COc1ccc(N2CCN(C(=O)CCCn3c(=O)c4cccn4c4cccnc43)CC2)cc1	4	-12	-1	1	0	7	-6	-2	23	3	-14
CCCCOc1ccc(-c2[nH]ncc2C=O)cc1	12	-36	-12	-46	4	-52	1	-24	-45	-59	-52
CCc1nnc(NC(=O)CSc2nc3[nH]c(=O)cc(O)c3s2)s1	5	3	-4	5	9	3	-15	7	-7	-5	-6
COC(=O)c1c(C)[nH]c(C(=O)CSc2ccc(Cl)cc2)c1C	-1	-1	-22	-43	6	-71	2	-31	-48	-48	-68
CCCn1c(=O)c2sccc2n2c(CCCC(=O)NCC3CCCO3)nnc12 (stereo not drawn)	-19	10	-2	19	-10	11	6	7	9	-5	6
Cc1ccc(N(CC(=O)Nc2ccccc2C(=O)NCc2ccco2)S(=O)(=O)c2ccccc2)cc1C	-3	18	0	-18	4	15	4	16	25	2	16
Cc1c(C(=O)NCc2ccc3c(c2)OCO3)sc(=O)n1Cc1cccc(F)c1	-9	0	.	0	11	10	-5	4	12	0	2
COc1ccc(S(=O)(=O)Nc2c(C(=O)O)[nH]c3ccccc23)cc1	4	-2	-9	-16	-32	2	3	-7	-16	-11	8
Cc1nnsc1C(=O)NNc1ccc(C(C)C)cc1	-2	-39	-13	-33	3	-12	-1	-6	-27	-70	-39
Cc1ccc(/C=C2\SC(=S)N(CCC(=O)Nc3ccc(O)cc3)C2=O)cc1	7	-26	-7	-20	22	-8	-22	7	2	-18	10
CCC(C)C(NC(=O)c1ccccc1NC(=O)c1ccccc1)C(=O)O (stereo not drawn)	-12	1	0	18	5	10	-9	-5	.	-13	-7
CCN(CC)Cc1c(C(=O)N/N=C/c2ccc(C)o2)nnn1-c1nonc1N	-8	-6	0	-7	2	-12	-1	-30	-1	10	-1
C/C(=N/NS(=O)(=O)c1ccc(C)cc1)c1c[nH]c2ccccc12	-5	12	0	14	14	3	-16	1	2	-60	-9
CC(C)Oc1cc(F)ccc1-c1cc(C(=O)NCc2cccnc2)[nH]n1	-4	-11	.	-3	-37	-6	-2	-3	-3	-12	-40
CC1(c2ccc([N+](=O)[O-])cc2)NC(=O)N(CC(=O)c2ccc3c(c2)OCO3)C1=O (stereo not drawn)	-13	-12	-6	-12	-1	-12	2	2	16	-18	-28
CC(=O)NCCc1ccc(C(=O)COC(=O)c2cc(C)oc2C)cc1	2	0	-7	-19	10	1	-24	10	17	-1	2
Cc1ccc(NC(=O)Cn2c(=O)cnc3ccccc32)cc1S(=O)(=O)N(C)C	0	1	13	11	6	1	-11	-5	16	8	-8
COc1ccc(CC(NC(C)=O)C(=O)NC2CCN(c3nc(C)cc(C)c3C#N)CC2)cc1 (stereo not drawn)	-8	9	4	-15	1	5	3	9	2	-10	13
O=C1OC(c2ccccc2)=N/C1=C/c1cccc(OC(=O)c2cccs2)c1	9	-24	3	-22	0	9	-1	-10	5	-7	-8

Two of these compounds in another layout:
Cc1nnsc1C(=O)NNc1ccc(C(C)C)cc1
  C8 TRAIL sens: -2; TWEAK-Fn14 inh: -39; LMP1 NFkB inh: -13; TROY signal inh: -33; CF NFkB inh: 3; NCOA3 inh: -12; KKLEB cytotox: -1; NR2F2 inh: -6; Shn3 inh set2: -27; NCOA1 inh: -70; LRH-1 inv ag: -39
Cc1ccc(/C=C2\SC(=S)N(CCC(=O)Nc3ccc(O)cc3)C2=O)cc1
  C8 TRAIL sens: 7; TWEAK-Fn14 inh: -26; LMP1 NFkB inh: -7; TROY signal inh: -20; CF NFkB inh: 22; NCOA3 inh: -8; KKLEB cytotox: -22; NR2F2 inh: 7; Shn3 inh set2: 2; NCOA1 inh: -18; LRH-1 inv ag: 10

More records follow.
SMILES	C8 TRAIL sens	TWEAK-Fn14 inh	LMP1 NFkB inh	TROY signal inh	CF NFkB inh	NCOA3 inh	KKLEB cytotox	NR2F2 inh	Shn3 inh set2	NCOA1 inh	LRH-1 inv ag
Cc1ccccc1N(C(=O)Cn1nnc2ccccc21)C(C(=O)NCc1ccco1)c1ccncc1 (stereo not drawn)	-7	-3	3	-3	4	6	-5	10	0	-8	7
CNC(=O)C1CC(=O)N(c2ccc(OCC(=O)NCc3ccccc3)cc2)C1 (stereo not drawn)	-3	0	0	-1	3	2	0	-8	2	15	0
Cc1nc2cc(NC(=O)Nc3ccc(N4CCOCC4)cc3)ccc2n1C	-5	4	-6	-19	5	-2	9	-4	-2	4	30
COc1ccccc1C1CC(c2ccccc2)Nc2ncnn21 (stereo not drawn)	-8	-1	8	16	16	23	-2	.	20	9	-13
O=S1(=O)C[C@@H](N2CCC(Cc3ccccc3)CC2)[C@H](COCc2ccccc2)N1	-3	2	1	8	8	-4	-6	-3	-37	11	11
CCOc1ccccc1NC(=O)CN1CCC(C(=O)c2ccc(OC)cc2)CC1	6	31	6	5	-20	-3	8	5	23	0	-25
CCOc1cc(CNCCc2ccc(S(N)(=O)=O)cc2)ccc1OCc1ccccc1	9	11	-2	6	17	10	-22	-13	84	1	-5
Cc1c(O)ccc(/C(Cc2ccc3ccccc3n2)=N\O)c1O	-6	25	-11	20	17	-96	8	-34	-10	-77	-97
Cc1cc(Nc2cccc(Cl)c2C)n2ncnc2n1	2	4	0	-5	-9	17	7	-1	-1	-10	12
CON(C)S(=O)(=O)c1cccc(C(=O)Nc2ccc(S(=O)(=O)NC3=NCCCCC3)cc2)c1	37	8	10	18	11	17	-12	18	37	-14	18
CCN(CC)C(=S)SCC(=O)c1ccc(Br)cc1	-5	-37	-12	-52	7	-21	-5	-13	-66	-43	-44
C(=N\n1cnnc1)/c1cn(-c2cccs2)nc1-c1ccccc1	15	-28	-4	-54	-25	-15	-4	-34	-35	-28	-44
CCOC(=O)C1CCN(CC(=O)Nc2ccc(S(=O)(=O)N3CCC(C)CC3)cc2)CC1	6	30	4	16	-14	-2	1	37	33	15	14
CCOC(=O)c1c(C)n(C)c2ccc(OC(C)=O)cc12	-1	1	5	-2	5	-49	7	-11	-3	2	40
CCN(CC)C(=O)/C(=C\c1ccncc1)NC(=O)c1ccccc1	0	-12	2	-2	8	-6	-24	18	15	-1	-9
O=[N+]([O-])c1ccc(Cl)c(S(=O)(=O)/N=C(/Nc2cccnc2)c2ccccc2)c1	-10	-8	12	-9	22	4	-28	1	-10	5	-4
COc1ccc(NS(=O)(=O)c2cccc(C(=O)O)c2)cc1	-1	1	-4	-4	5	23	-12	7	15	-1	15
CN(c1ccccc1C(=O)N1CCc2ccccc2C1)S(C)(=O)=O	-16	-3	-6	-2	-8	-6	12	8	-2	-10	8
Cc1ccccc1C#N	-2	2	-1	6	4	6	-4	-2	2	-1	-2
O=C(OC1CCCCC1=O)c1cccc(S(=O)(=O)N2CCOCC2)c1 (stereo not drawn)	-4	20	10	5	21	-16	-10	-18	18	22	-7
CNC(=O)N(C1=NCC(C)S1)c1ccc(F)cc1F (stereo not drawn)	5	7	-4	-22	-23	0	-11	-13	18	-10	-3
CCOC(=O)c1nnn(-c2nonc2-n2cccc2)c1C	-16	-1	5	3	-2	-22	7	-7	-9	-4	-1
CC(C)(C)OC(=O)C[C@@H]1C/C=C\C[C@H](CC(=O)N[C@H](CO)Cc2ccccc2)C(=O)N[C@H](C(C)(C)C)COC1=O	-9	17	-1	1	10	5	6	-6	11	-20	-7
COc1ccc2c(c1)c(C(=O)CNc1nc(C)cs1)c(C)n2C	0	1	3	-13	-17	5	-4	-6	8	-15	9
Cc1ccc(S(=O)(=O)N2CCN(c3ccc([N+](=O)[O-])cn3)CC2)cc1	-1	-21	3	5	-6	1	0	24	-15	-9	9
Next part.
SMILES	C8 TRAIL sens	TWEAK-Fn14 inh	LMP1 NFkB inh	TROY signal inh	CF NFkB inh	NCOA3 inh	KKLEB cytotox	NR2F2 inh	Shn3 inh set2	NCOA1 inh	LRH-1 inv ag
Cn1cnnc1SCNC(=O)C(F)(F)F	4	-7	12	10	-2	3	-4	16	-9	-13	-19
Cc1cc2c(N)cccc2nn1	2	15	-12	-2	-8	16	5	7	12	7	-17
CCN1CCN(C(=O)/C=C/c2ccc(C)o2)CC1	-5	-3	-1	-23	0	15	-1	-12	-14	3	3
CC1(C(=O)NS(=O)(=O)c2ccc(C#N)cc2)CCN1C(=O)CCC1CCCC1 (stereo not drawn)	-19	12	.	3	17	6	-20	-1	15	2	11
O=c1cc(-c2ccc(O)cc2)oc2c(-c3c(O)cc(O)c4c(=O)cc(-c5ccc(O)cc5)oc34)c(O)cc(O)c12	-5	-5	1	6	-12	-2	10	4	-6	-53	-16
Cc1nc2ccc(C(=O)N3CCN(Cc4ccccc4)CC3)cc2[nH]1	5	32	8	3	5	9	14	-24	3	6	-6
Cc1nc(SCc2nc3ccc(Cl)cc3[nH]2)c2oc3ccccc3c2n1	-5	-13	17	17	-17	-10	4	4	-14	-27	14
COc1ccc(OCCN2CCC(C(=O)NC(c3ccc(Cl)cc3)c3cnccn3)CC2)cc1 (stereo not drawn)	1	-14	.	7	-1	-2	3	-4	11	-3	7
O=C(N/N=C/c1ccoc1)c1ccc(Br)cc1	-15	15	-8	-33	12	-12	6	0	-1	-35	9
CCCC(=O)Nc1ccc(C(=O)NCCCn2ccnc2)cc1	-21	-38	-4	-34	2	4	-3	-22	2	11	19
Cc1c(NC(=O)COC(=O)/C=C/c2ccc(Cl)cc2)c(=O)n(-c2ccccc2)n1C	0	1	-6	-7	11	4	1	5	1	16	-5
Cc1ccc(C(=S)NCS(=O)(=O)c2ccc(C)cc2)cc1	5	-1	-5	-6	16	-25	-10	7	-3	-20	-2
CCc1nc2cc3sc(CC)nc3cc2s1	10	-20	-12	-64	-17	-115	9	-56	-53	-61	-120
Cc1ccc(S(=O)(=O)N2CCOCC2)cc1C(=O)Nc1ccc(N2CCCCCC2)cc1	11	11	12	6	6	-22	-8	40*	79	1	-16
Cc1ccc(NC(=O)c2cnc(SCC(=O)NCC3CCCO3)n(C)c2=O)cc1C (stereo not drawn)	13	17	-6	-22	38	-27	-24	24	47	-45	-24
O=C(c1ccccc1)c1ccc(-n2cnnc2)c([N+](=O)[O-])c1	-4	47	-5	11	0	-41	-8	-10	-6	-3	4
Oc1c(Br)cc(/C=N/NC(=S)NCc2ccco2)cc1Br	13	2	-10	-9	-11	13	20	-13	-1	1	-2
Cc1oc(-c2ccccc2Cl)nc1CN1CCCN(C(=O)c2ccco2)CC1	1	7	4	6	13	14	-3	-12	26	-1	0

Some of the compounds tested; the hit share may differ from the screen's.
